Screening data (PubChem)
EphA4 KYL inhibition – inhibitors of EphA4 binding to KYL peptide, primary screen, biochemical, colorimetric, mouse EphA4 (AID 689); EphA4-AP binding to KYL peptide, pNPP A405; higher % means a stronger effect; inhibition, % at 10 µM; hits with a dose series show IC50 in µM; 0.1% of 62,000 active; in the data active = a potency from the dose series; inactive = the rest, 99 in 100 with inhibition below about 22%
* hit, by the source's call; & = joins results of further samples. Only part of the results is shown; rates above refer to the full screens.

SMILES	EphA4 KYL inhibition
O=C(c1cnn2c(C(F)(F)F)cc(-c3ccccc3)nc12)N1CCC2(CC1)OCCO2	-3%
CCn1c(C(=O)N2CCC(C(=O)N3CCC4(CC3)OCCO4)CC2)cc2sccc21	-2%
C=Cn1ccnc1P(=S)(c1ccn(C)c1)c1nccn1C=C	-1%
CCCC(=O)NC(Oc1ccc(Cl)cc1Cl)C(Cl)(Cl)Cl (stereo not given)	-9%
COc1ccc(N=C(C)c2c(O)n(C3CCCCC3)c(=O)[nH]c2=O)c(OC)c1	-10%
O=[N+]([O-])c1ccc(N2CCNCC2)cc1NCC1CCCO1 (stereo not given)	-4%
Cc1cc(C)n2nc(C)[n+](C)c2n1	5%
COc1ccc(CN2CCN(c3ccccc3F)CC2)cc1O	-12%
Cc1[nH]c2cc(S(=O)(=O)O)c(Oc3ccccc3)cc2c1CCN	10%
Cc1ccc(N2C(=O)NC(=O)C3(Cc4ccccc4N4CCN(c5ccccc5)CC43)C2=O)cc1 (stereo not given)	-1%
O=c1[nH]c(=O)n(CCC2=CCCCC2)c(O)c1C=NCCCn1ccnc1	6%
O=C(c1cccn2c(=O)c3ccccc3nc12)N1CCC2(CC1)OCCO2	-1%
CN(C)c1ccc(P(=S)(N(C)C)N(C)C)cc1	-5%
CC(=O)OC1N=C(c2ccccc2)c2cc(Br)ccc2NC1=O (stereo not given)	-12%
CCOc1ccc(C2C(C#N)=C(N)Oc3c2c(=O)oc2ccccc32)cc1 (stereo not given)	-1%
CC1(C)CN1S(=O)(=O)c1ccc(Cl)cc1 (stereo not given)	-3%
OC(Cn1c2ccccc2c2ccccc21)C[n+]1cccc2ccccc21 (stereo not given)	-8%
CCCCc1ccc2[nH]cc(CCN)c2c1	15%
CCOC(=O)CNC(=O)CSP(=S)(OCC)OCC	3%
CCCCn1c(=O)c(C(=O)Nc2ccccc2S(N)(=O)=O)c(O)c2ccccc21	-10%
CSc1ncc(/C=C2/C(=O)NC(=O)N(C)C2=O)cn1	-4%
COc1ccccc1-n1c(-c2ccoc2)nc2ccccc2c1=O	5%
CCOCCCNC(=O)CN1C2CCC1CC(O)(c1ccc(OC)cc1)C2 (stereo not given)	-5%
O=CC(Cl)P(=O)(N1CCCCC1)N1CCCCC1 (stereo not given)	-2%
Cn1c(O)c(C(=N)COc2ccccc2)c(=O)n(C)c1=O	-28%
Cc1cccc(C(=O)NC(Oc2ccccc2[N+](=O)[O-])C(Cl)(Cl)Cl)c1 (stereo not given)	-9%
OC(COCc1ccc(Cl)cc1)CN1CC=C(c2ccccc2)CC1 (stereo not given)	-3%
CCCCOC(=O)C1CN1C(C)(C)C(=O)OCC (stereo not given)	-13%
CCN1CCC2(CC1)NC(CO)(CO)CO2	-5%
c1ccc(C2=NP(N3CCOCC3)(N3CCOCC3)=NC(N3CCOCC3)=N2)cc1	-5%
ON1C2CCCCC2N(O)C1c1ccccc1F (stereo not given)	-1%
CC(=NCc1ccco1)c1c(O)n(-c2ccccc2)c(=O)[nH]c1=O	3%
COc1ccc(CCn2c(O)c(C=NCc3ccc4c(c3)OCO4)c(=O)[nH]c2=O)cc1OC	-30%
N=C1C(c2ccccc2)=C(O)CN1Cc1ccco1	-2%
CCCCCCCSc1cc(OC)c(CCN(C)C)cc1OC	4%
COc1ccc(N2C(=O)CC(N3CCC(n4c(=O)[nH]c5ccccc54)CC3)C2=O)cc1 (stereo not given)	5%
COc1cccc(N2CCN(Cc3cccc(Cl)c3)CC2)c1	-3%
CCCOC(=O)COc1cc(C)cc2oc(=O)c3c(c12)CCC3	-2%
CC(C)CC(=O)NC(Oc1ccc(Cl)cc1)C(Cl)(Cl)Cl (stereo not given)	-25%&-14%
CC12CCC(=O)C=C1CCC1C2CCC2(C)C(O)CCC12 (stereo not given)	-8%

5 entries picked at random from those above:
SMILES	EphA4 KYL inhibition
CC(=NCc1ccco1)c1c(O)n(-c2ccccc2)c(=O)[nH]c1=O	3%
COc1ccc(N2C(=O)CC(N3CCC(n4c(=O)[nH]c5ccccc54)CC3)C2=O)cc1 (stereo not given)	5%
COc1ccc(CCn2c(O)c(C=NCc3ccc4c(c3)OCO4)c(=O)[nH]c2=O)cc1OC	-30%
N=C1C(c2ccccc2)=C(O)CN1Cc1ccco1	-2%
ON1C2CCCCC2N(O)C1c1ccccc1F (stereo not given)	-1%

The listing picks up, starting 4 compounds before the break.
SMILES	EphA4 KYL inhibition
COc1cccc(N2CCN(Cc3cccc(Cl)c3)CC2)c1	-3%
CCCOC(=O)COc1cc(C)cc2oc(=O)c3c(c12)CCC3	-2%
CC(C)CC(=O)NC(Oc1ccc(Cl)cc1)C(Cl)(Cl)Cl (stereo not given)	-25%&-14%
CC12CCC(=O)C=C1CCC1C2CCC2(C)C(O)CCC12 (stereo not given)	-8%
O=C(Nc1ccc(Cl)cc1C(=O)c1ccccc1)c1ccncc1	-6%
CC1(C)CN=C(Nc2ccc(F)c(F)c2)S1	-15%
CCOc1cc(C2NCc3ccccc3-n3cccc32)ccc1O (stereo not given)	0%
CCC(CC)C(=O)NC1CCSC1=O (stereo not given)	-11%
CC(C)CCC1(CN2CCCC2=O)C(=O)NC(=O)NC1=O	-9%
Cc1cc(C)n2nc(SCC(=O)N3CCC4(CC3)OCCO4)nc2n1	-12%
CCCCn1c(O)c(C=Nc2c(C)n(C)n(-c3ccccc3)c2=O)c(=O)[nH]c1=O	-9%
CCN(CC)CC(=O)Nc1ccc(Cl)cc1C(=O)c1ccccc1	6%
O=[N+]([O-])c1ccc(C2C3C(c4ccccc4)=NC4(CCCCC4)N32)cc1 (stereo not given)	-1%
CC1(C)CC(=O)C(C=NCCN2CCN(C(=O)Cc3ccccc3)CC2)=C(O)C1	-11%

Shown in CSV form: part of the list above.
Compound,EphA4 KYL inhibition
O=C(Nc1ccc(Cl)cc1C(=O)c1ccccc1)c1ccncc1,-6%
CCOc1cc(C2NCc3ccccc3-n3cccc32)ccc1O (stereo not given),0%
CCC(CC)C(=O)NC1CCSC1=O (stereo not given),-11%

Following part.
SMILES	EphA4 KYL inhibition
CCCCCn1c(N)c(C(=O)NCCN2CCOCC2)c2nc3ccccc3nc21	4%
CC(C(=O)c1c[nH]c2ccccc12)N1CCc2ccccc2C1 (stereo not given)	2%
Cc1ccnc(-n2c(C)cc(C=C3C(=O)N(C)C(=S)N(C)C3=O)c2C)c1	3%
CCOC(=O)C1C(=O)NC2(C)CC1c1cc(OC)ccc1O2 (stereo not given)	-12%
CCOC(=O)C1=C(C)OC(N)=C(C(=O)OC)C12C(=O)Nc1ccc(Br)cc12 (stereo not given)	-5%
Cc1cccc(C)c1NC(=O)CN(C)CC(=O)Nc1ccc(C#N)c(Cl)c1	5%
C[C@H]1CCC[C@@H](O)CCC/C=C/c2cc(O)cc(O)c2C(=O)O1	1%
CCN1CCN(Cc2ccc(C)cc2C)CC1	-6%
CCCn1nc2ccccc2c1P(=O)(N1CCOCC1)N1CCOCC1	-31%
Clc1ccc(N2CCN(Cc3ccccc3Cl)CC2)cc1	-14%

Sorted by molecular weight (high to low): part of the list above.
SMILES	EphA4 KYL inhibition
CCCCCn1c(N)c(C(=O)NCCN2CCOCC2)c2nc3ccccc3nc21	4%
Cc1cccc(C)c1NC(=O)CN(C)CC(=O)Nc1ccc(C#N)c(Cl)c1	5%
CCCn1nc2ccccc2c1P(=O)(N1CCOCC1)N1CCOCC1	-31%
Clc1ccc(N2CCN(Cc3ccccc3Cl)CC2)cc1	-14%
C[C@H]1CCC[C@@H](O)CCC/C=C/c2cc(O)cc(O)c2C(=O)O1	1%
CCN1CCN(Cc2ccc(C)cc2C)CC1	-6%

Next part:
SMILES	EphA4 KYL inhibition
O=C1CC(C(=O)N2CCC3(CC2)OCCO3)CN1CCc1ccccc1 (stereo not given)	-11%
O=c1c2ccccc2nc(-c2ccccc2)n1-c1cccnc1	-2%
CCCCCCn1c(O)c(C=NC2CCCCC2N)c(=O)[nH]c1=O (stereo not given)	-15%
O=C(COc1ccc2ccccc2c1)N1CCN(Cc2ccncc2)CC1	0%
CC(C)Cc1[nH]c(=O)c(C#N)c2c1CCC2	-6%
Cc1cccc(N2C(=O)NC(=O)C3(Cc4cc(C)ccc4N(C)C3)C2=O)c1 (stereo not given)	-1%
CC1(C)NCCN2C(=O)CSC21 (stereo not given)	-1%
CCn1c(=O)n(CC(=O)N2CCC3(CC2)OCCO3)c(=O)c2ccccc21	-16%
O=C(CNC(=O)OCc1ccccc1)NCC(=O)Nc1ccc(Br)cc1C(=O)c1ccccc1	17%
CSC1=NP(=S)(SC)N2CCCC2=C1C#N (stereo not given)	4%
CCCCCn1c(N)c(C(=O)NCc2cccs2)c2nc3ccccc3nc21	-10%
CCCCC/C(=N\O)c1c[nH]c2ccccc12	-11%
CC(C)N1CC=C(c2c[nH]c3ccccc23)CC1	-10%
c1ccc2c(CCNC3=NCCC3)c[nH]c2c1	-3%
CCOC(=O)c1cncn1C(C)c1ccccc1 (stereo not given)	-27%
O=C1NC(=O)N(c2ccccc2)C(=O)/C1=C\c1ccc(-c2ccc(C(=O)O)cc2)o1	-1%
O=C1C2(c3ccccc3)CN3CN(C2)CC1(c1ccccc1)C3	-5%
CSc1ncc(/C=C2/C(=O)NC(=O)N(C3CCCCC3)C2=O)cn1	12%
CCN(CC)c1ccc(CN(C)CCc2ccc(OC)c(OC)c2)cc1	-3%
CCOP(=S)(OCC)SCC(=O)NC(C)(CC)C(=O)O (stereo not given)	-3%&-18%
COc1ccccc1OCC(=O)N1CCN(C)CC1	-2%
CC(C)Oc1ccccc1C=C1C(=O)NC(=O)NC1=O	-27%
CCCC(=O)Nc1cc(C(=O)N2CCC3(CC2)OCCO3)ccc1S(=O)(=O)c1ccc(C)cc1	-3%
CCCCn1c(O)c(C(C)=NCCCN(C)C)c(=O)[nH]c1=O	-6%
CCOP(=O)(OCC)C(NC(=O)C(Cl)Cl)C(Cl)(Cl)Cl (stereo not given)	-7%
Fc1cccc(F)c1CN1CCN(Cc2c(F)cccc2F)CC1	-14%
COc1ccccc1N1CCN(Cc2c(F)cccc2Cl)CC1	-3%
O=C(Nc1ccccc1OC(=O)N1CCCCC1)N1CCCCC1	2%
CN1C(=O)N(C)C(=O)C(CCc2ccncc2)(Cc2ccc3c(c2)OCO3)C1=O	-5%
CN1CCN(C(=O)COc2ccc(-c3nc4ccccc4s3)cc2)CC1	-5%
CN(C)C(=O)Oc1c(Cl)cc(Cl)c2ccccc12	-7%
c1cncc(CNC2=NCCC2)c1	2%
COC(=O)c1[nH]cnc1C(=O)Nc1ccc(Cl)cc1C(=O)c1ccccc1	-2%&1%
CCN(CC)CCOC(=O)c1cc2cc(COC)ccc2o1	-12%
O=c1[nH]c(=O)n(Cc2ccc(F)cc2)c(O)c1C=NCC1CCCO1 (stereo not given)	-1%
O=c1[nH]c2ccccc2c(=O)n1-c1cccc(Cl)c1	-11%
Nc1ccc(S(=O)(=O)N2CC3CC(C2)c2cccc(=O)n2C3)cc1 (stereo not given)	-9%
O=C1NC(=O)C(=Cc2ccc(O)c(O)c2)C(=O)N1	-11%
Cc1ccc(Cl)cc1-n1c(O)c(C=NCCCN2CCOCC2)c(=O)[nH]c1=O	-5%
Cc1cccc(C(=O)NC(Oc2ccccc2Cl)C(Cl)(Cl)Cl)c1 (stereo not given)	11%
Cc1ccc(C(c2c(O)c3ccccc3oc2=O)c2c(O)c3ccccc3oc2=O)cc1	-8%
C=C(C)CSc1nnc([C@@H](N)Cc2c[nH]c3ccccc23)o1	10%
CCC12CN3CC(CC)(CN(C1)C3c1cccnc1)C2=O (stereo not given)	-12%
C#CCOCOCC#CCN(CC)CC	-2%
COc1ccc2c(c1)CC1(CN2C)C(=O)NC(=O)N(CCc2ccccc2)C1=O (stereo not given)	-7%
Cc1oc(-c2ccccc2F)nc1CS(=O)CC(=O)N1CCC2(CC1)OCCO2 (stereo not given)	4%
CCC(=NCCCn1ccnc1)c1c(O)n(Cc2ccccc2)c(=O)[nH]c1=O	-1%
CCOc1ccccc1C1SCC(=O)Nc2c1c(=O)[nH]n2C(CC)CC (stereo not given)	-4%
CCC(=Nc1ccc2c(c1)CCC2)c1c(O)n(C2CCCCC2)c(=O)[nH]c1=O	-10%
CCC(C)N1Cc2ccccc2C1=N (stereo not given)	-11%

Other records follow.
SMILES	EphA4 KYL inhibition
CN=C(SCc1cc2c(cc1Cl)OCO2)c1c(O)n(C)c(=O)n(C)c1=O	-8%
Cc1ccc2c(c1)CC1(CN2C)C(=O)NC(=O)N(c2ccc(C)c(C)c2)C1=O (stereo not given)	10%
CC(C)NC(C)C(=O)C12CC3CC(CC(C3)C1)C2 (stereo not given)	-4%
CC(=NCCO)c1c(O)n(C2CCCCC2)c(=O)[nH]c1=O	-30%
C=CCn1c(O)c(C(C)=Nc2ccc(NC(C)=O)cc2)c(=O)[nH]c1=O	1%
C=CP(=O)(O)c1ccccc1	-8%
Cc1ccc(C(c2nnnn2Cc2ccccc2)N2CC=C(c3ccc(F)cc3)CC2)cc1 (stereo not given)	3%
CCCOc1ccccc1C1SCC(=O)Nc2c1c(=O)[nH]n2C(C)CCC (stereo not given)	2%
O=P(C(c1ccc2c(c1)OCO2)N1CCOCC1)(N1CCOCC1)N1CCOCC1 (stereo not given)	-7%
CC1(C)C(C(=O)NCc2ccco2)C1(C)C	-10%
C=CCn1c(O)c(C(C)=NCCCN2CCOCC2)c(=O)[nH]c1=O	-6%
O=C(CCC(=O)N1CCC2(CC1)OCCO2)Nc1nnc(C(F)(F)F)s1	-17%
O=C1CN=C(c2ccccc2)c2oc3ccc(Br)cc3c2N1	-8%
Cc1ccc(CN2CCN(CC(=O)N3CCC4(CC3)OCCO4)C2=O)cc1	1%
CCCCCCN=C(C)c1c(O)n(CCCC)c(=O)[nH]c1=O	-2%
CCC(=NCCCN(CC)CC)c1c(O)n(C2CCCCC2)c(=O)[nH]c1=O	-31%
Cc1ccc(N2C(=O)NC(=O)/C(=C/c3ccc(OC(=O)c4cccs4)cc3)C2=O)cc1	-14%
O=C(c1ccccc1)c1cn(CC(=O)N2CCCC2)c2ccccc12	-2%
CCC(=Nc1cc(OC)ccc1OC)c1c(O)[nH]c(=O)[nH]c1=O	-18%
O=c1[nH]c(=O)n(C2CCCCCC2)c(O)c1C=NC1CCN(Cc2ccccc2)CC1	-3%
COc1ccc(OCC(=O)N2CCN(CC3CC4C=CC3C4)CC2)cc1 (stereo not given)	-14%
